# LDHA inh = qHTS assay for inhibitors of human lactate dehydrogenase; L-lactate dehydrogenase A chain (Homo sapiens), P00338; purified LDHA, NADH/diaphorase-resazurin fluorescence; hits give low values; activity change, % (values are at about 110 or 230 µM); 480,000 tested, 0.15% active; AID 1347041, 2019; in the data active = activity change below about -30%; inconclusive = mostly about -25% to -30%;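 also: plate controls were DMSO wells for no effect and wells without enzyme for full effect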
#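 Enzyme activity of human lactate dehydrogenase 5 (2 nM; 0.06 mM NADH, 0.2 mM pyruvate, 5 min, RT) is measured via a resazurin/diaphorase fluorescence readout of residual NADH.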
# Anesthetic bind = qHTS Assay for Identification of Novel General Anesthetics; Potency, µM (top dose mostly 77.5 µM), inactives show at the top dose activity change, negative = displacement, most hits filed as inhibitors; 350,000 tested, 0.074% active; apoferritin/1-aminoanthracene competitive binding, fluorescence; also: potency is read from the fitted curve at half-maximal effect; % is scaled to controls: 0 for no effect and ±100 for the full control effect; nearly all actives have a fitted effect of over 20% in size
# Target sequence (P02791 2-175 limits assumed): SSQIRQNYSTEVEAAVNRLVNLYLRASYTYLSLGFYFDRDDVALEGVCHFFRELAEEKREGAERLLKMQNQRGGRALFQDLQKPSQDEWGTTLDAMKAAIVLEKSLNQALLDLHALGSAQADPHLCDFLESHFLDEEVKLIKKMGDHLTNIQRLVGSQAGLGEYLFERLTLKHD
#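 Read-out: endpoint 1-AMA fluorescence, excitation 380 nm and emission 535 nm, after compounds sit 10 min at room temperature with 10 uM horse-spleen apoferritin in 50% saturated 1-AMA/PBS. Values come from four-parameter Hill fits.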
# APE1 inh = qHTS Assay for Inhibitors of the Human Apurinic/apyrimidinic Endonuclease 1 (APE1) | DNA repair nuclease/redox regulator APEX1 (Homo sapiens), P27695 | recombinant APE1, TAMRA/BHQ-2 abasic DNA cleavage fluorescence | Potency, µM (series often up to 65.8 µM), for the others: at the top dose activity change, negative = inhibition, most hits filed as inhibitors | 350,000 tested, 0.35% active | AID 2517, 2012;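 also: potency is read from the fitted curve at half-maximal effect; plate controls were vehicle for no effect and reference inhibitor for full effect; nearly all actives have a fitted effect of over 55% in size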
#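 Compound pre-exposure to 0.75 nM APE1, 15 min at ambient temperature. Reaction initiated with 50 nM TAMRA/BHQ-2 THF substrate, read immediately in kinetic mode, 525 nm excitation, 598 nm emission.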
# Pol beta inh = qHTS Assay for Inhibitors of DNA Polymerase Beta; P06746; Pol beta primer extension/strand displacement, fluorescence kinetic; Potency, µM (titrated, usually from 114 µM), without a hit: at the highest dose activity change, negative = inhibition, most hits filed as inhibitors; 340,000 tested, 1.3% active; also: potency is read from the fitted curve at half-maximal effect; % is scaled to controls: 0 for no effect and ±100 for the full control effect
#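 Curves were derived by four-parameter Hill fits of normalized qHTS data. The kinetic fluorescent primer-extension read was taken at 0 and 10 min after 50 nM substrate, following a 15 min room-temperature preincubation of 10 nM enzyme with compounds.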
# ERG Ets-DNA blk = qHTS for Small Molecule Inhibitors of the ERG Ets/DNA interaction. Potency, µM (doses to about 76.9 µM), for the others: at the top dose FP activity, negative = inhibition, hits mostly inhibitors. AID 624246, 2012. fluorescence polarization, His-ERG Ets domain / labelled DNA. Transcriptional regulator ERG (Homo sapiens), P11308. 370,000 tested, 0.028% active; active = well fitted inhibition curve with a large enough effect in the polarisation, with a control signal flat; inconclusive = small, poorly fitted or top-dose-only effect, or effect the other way, or a change in a side signal; inactive = no such curve, though single readings can be large or run the other way; the % refers to the polarisation;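 also: polarization taken with two DNA probes labelled with fluorescein and Texas red; potency is read from the fitted curve at half-maximal effect; % of control where 0% means no effect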
#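 His-tagged ERG Ets domain (1 uM in the protein solution; 300mM KCl, 50mM Tris-HCl, 1mM EDTA, 1mM DTT, pH 7.5) received compound, then a probe mix of 5 nM fluorescein-DNA and 100nM Texas-615-DNA. Fluorescence polarization was read for both dyes.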
# RGS4 inh = Inhibitors of Regulator of G Protein Signaling (RGS) 4: qHTS; Regulator of G-protein signaling 4 (Homo sapiens), P49798; Transcreener GDP fluorescence polarization, RGS4-accelerated GTP hydrolysis; Potency, µM (doses to about 114 µM), for inactives: at the highest dose activity change, negative = inhibition, hits mostly inhibitors; 390,000 tested, 0.039% active; also: potency is read from the fitted curve at half-maximal effect; % is scaled to controls: 0 for no effect and ±100 for the full control effect; nearly all actives have a fitted effect of over 75% in size; some results filed as inactive show a strong effect at the top dose
# Target sequence (P49798 whole entry, looked up): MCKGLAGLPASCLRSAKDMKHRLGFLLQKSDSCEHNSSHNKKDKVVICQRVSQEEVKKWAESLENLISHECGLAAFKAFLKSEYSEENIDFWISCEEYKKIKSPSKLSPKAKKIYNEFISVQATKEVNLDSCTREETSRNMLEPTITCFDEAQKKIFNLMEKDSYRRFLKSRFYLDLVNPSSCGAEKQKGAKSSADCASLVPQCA
#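 MLSMR compounds (23 nl, pin-transferred) preincubated 10 min at room temperature with a 500nM (2x) first reagent, then RGS4 at 900nM (2x) plus Transcreener GDP mix added; fluorescence polarization (620/688 nm) read before and after 90 min at 30 °C.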
# ALOX12 inh = Primary qHTS assay for inhibitors of human arachidonate 12S-lipoxygenase (ALOX12): Round 2; purified 12hLO, xylenol orange hydroperoxide absorbance; Polyunsaturated fatty acid lipoxygenase ALOX12 (Homo sapiens), P18054; Potency, µM (top dose mostly 108 µM), for the others: top-dose activity change, negative = inhibition, actives largely listed as inhibitors; 580,000 tested, 1.1% active; AID 1671190, 2021; also: potency is read from the fitted curve at half-maximal effect; % is scaled to controls: 0 for no effect and ±100 for the full control effect
# Target sequence (P18054 whole entry, looked up): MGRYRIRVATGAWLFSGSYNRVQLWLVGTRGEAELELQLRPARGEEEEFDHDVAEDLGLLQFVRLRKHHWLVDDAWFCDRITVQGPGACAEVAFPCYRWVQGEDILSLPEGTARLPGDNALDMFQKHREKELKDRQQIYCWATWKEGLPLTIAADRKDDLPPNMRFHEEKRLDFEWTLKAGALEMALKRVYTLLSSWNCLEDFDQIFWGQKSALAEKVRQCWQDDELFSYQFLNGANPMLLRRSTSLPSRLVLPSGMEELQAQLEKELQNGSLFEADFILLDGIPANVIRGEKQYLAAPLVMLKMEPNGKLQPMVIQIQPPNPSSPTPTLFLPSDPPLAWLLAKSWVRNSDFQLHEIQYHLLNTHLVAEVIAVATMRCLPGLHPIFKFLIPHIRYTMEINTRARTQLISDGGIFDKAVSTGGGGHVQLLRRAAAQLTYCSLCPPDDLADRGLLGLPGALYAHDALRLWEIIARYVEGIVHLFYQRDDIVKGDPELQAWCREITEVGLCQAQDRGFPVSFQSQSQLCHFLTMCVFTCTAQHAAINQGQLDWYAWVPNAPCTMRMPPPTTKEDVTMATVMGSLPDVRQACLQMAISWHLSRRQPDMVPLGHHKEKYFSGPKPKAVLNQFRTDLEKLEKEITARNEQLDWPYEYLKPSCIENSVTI
#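 Purified human 12hLO (150 nM final) in 25 mM Hepes, 0.01% Triton X-100, pH 7.0 was preincubated 15 min at room temperature with compound. Then 40 uM arachidonic acid was added, 30 min. Hydroperoxide was read by Fe-XO absorbance ratio 573/405 nm.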
# Pol eta inh = qHTS for Inhibitors of Polymerase Eta. Potency, µM (top dose mostly 114 µM), for inactives: top-dose activity change, negative = inhibition, most hits filed as inhibitors. DNA polymerase eta (Homo sapiens), Q9Y253. 390,000 tested, 1.2% active. recombinant Pol eta, fluorescent DNA replication assay. AID 588591, 2011; also: potency is read from the fitted curve at half-maximal effect; % is scaled to controls: 0 for no effect and ±100 for the full control effect
#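 Pol eta at 10 nM preincubated with compounds 15 min at room temperature; reaction started with fluorescent substrate (50 nM final) and read kinetically at 0 and 10 min.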
# Pol kappa inh = qHTS for Inhibitors of Polymerase Kappa. DNA polymerase kappa (Homo sapiens), Q9UBT6. purified Pol kappa, fluorescent DNA synthesis assay, 10 min. Potency, µM (top dose mostly 107 µM), for the others: top-dose activity, negative = inhibition, usual class: inhibitors. 400,000 tested, 0.53% active. AID 588579, 2011; also: potency is read from the fitted curve at half-maximal effect; % is scaled to controls: 0 for no effect and ±100 for the full control effect
#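 50 nM final substrate added after 15 min RT preincubation of 10 nM Pol kappa with compound; fluorescence read at 0 and 10 min.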
# The depositor's hits bear a star; ? = inconclusive; . = no result given; & = joins results of further samples; [ ] = dose if it differs, or a comment. Unless noted, calls follow the shape of the dose curve; as a rule, active = well fitted curve in the direction sought with a large enough effect; inconclusive = small, poorly fitted or top-dose-only effect, or another doubt; inactive = no such curve, though single readings can be large; an effect the other way counts as inactive or inconclusive. An excerpt; the hit share may differ from the screen's.
SMILES,LDHA inh,Anesthetic bind,APE1 inh,Pol beta inh,ERG Ets-DNA blk,RGS4 inh,ALOX12 inh,Pol eta inh,Pol kappa inh
COC(=O)Cc1cc(=O)n(-c2nc3ccccc3s2)[nH]1,-6,2%,-6%,?,.,-21%,6.3µM*,?,-42%
CCOC(=O)Cn1nnnc1CN(Cc1cccs1)Cc1cc2cc(C)ccc2[nH]c1=O,4,-22%,1%,20%,-8%,23%,-30%,0%,-7%
O=C(CSc1cn[nH]n1)Nc1ccccc1C(=O)O,-7,-2%,1%,2%,-12%,-42%,-23%,-19%,-10%
CC(Sc1nnc(-c2ccc(Cl)cc2Cl)n1Cc1ccccc1)C(=O)Nc1nccs1 (stereo not given),1,-8%,-8%,6%,-10%,-52%,0%,-22%,-12%
O=C(NC1CCSC1=O)c1ccc(Oc2ccc(F)cc2)nc1 (stereo not given),-5,-10%,-2%,11%,12%,-27%,9%,-2%,-4%
COc1cccc(CNC(=O)CSC2=Nc3ccccc3N=C(c3ccc(F)cc3)C2)c1,-7,2%,.,7%,1%,3%,-14%,-9%,-9%[60.1 µM]
COc1ccc(OC)c(N(CC(=O)NCc2ccncc2)S(C)(=O)=O)c1,0,-6%,8%,3%,3%,5%,7%,-21%,-15%
CCCC(=O)Nc1nnc(SCc2cc(=O)c3ccc(C)cc3[nH]2)s1,-2,58%[activator],.,0%,1%,1%,-15%,-1%,-10%[60.1 µM]
O=C(Nc1cccnc1)c1cccnc1,0,3%,-14%,4%,2%,-2%,1%,-3%,-8%
Cc1ccc(S(=O)(=O)N(Cc2ccccc2Cl)C(=O)N2CCN(C)CC2)cc1,-12,.,-4%,.,-2%,19%,-10%,-3%,-12%
O=C(NCCc1ccc(Cl)cc1)c1cccc(N2CCCC2=O)c1,-3,-11%,8%,32%,4%,6%,.,-6%,-6%
CCNc1nc(NCC)n2c(SC(C(=O)Nc3cc(C)ccc3C)c3ccccc3)nnc2n1 (stereo not given),-2,-20%,-5%,-2%,-3%,1%,-1%,-12%,-15%
CC1(C)c2ccccc2N2CCC(=O)NC21/C=C/c1ccco1 (stereo not given),0,-12%,-3%,20%,?,-53%,31%,-23%,-6%
COCCNC(=O)CSc1cc(-c2ccccc2)c2ccc(OC)cc2n1,8,-22%,20%,4%,6%,-19%,0%,-20%,-2%
CCc1ccccc1N1CC(c2nc3ccccc3n2CC(C)C)CC1=O (stereo not given),-10,-9%,.,2%,-2%,-8%,-8%,-7%,-22%
COc1cccc(/C=N/Nc2ccc([N+](=O)[O-])cn2)c1O,4,6%,6%,9%,18%,-3%,4%,-17%,-9%
CC(=O)Nc1ccc(-c2nc3ccccc3o2)cc1,-5&7,6%,28%,37%,-9%,-21%,?,-15%,13%
COc1cccc(NC(=O)NCc2ccccn2)c1,-10,-3%,21%,33%,-4%,33%,-5%,11%,3%
Cc1cc2nc(SCCOC(=O)Nc3cccc(Cl)c3)nc(C)c2cc1C,-6,?,-8%,?,?,-32%,-4%,-11%,-7%
Cc1cc(C(=O)N2CCC(Cc3ccccc3)CC2)ccc1[N+](=O)[O-],-2,?,-4%,3%,-13%,-9%,3%[57.4 µM],-5%,-6%
CC1(C)Cc2c(cnn2-c2ccccc2)C(=O)/C1=N\NC(=O)c1ccncc1,5,.,.,.,3%,8%,0%,-1%,-17%
CCN1C(=O)N[C@@H](CCc2ccccc2)[C@@H](C(=O)OC)[C@H]1C,-2,-8%,-4%[12.4 µM],-14%,2%,8%,5%,-6%,6%
COc1ccc(OCC(O)CN2CCN(c3ccccc3)CC2)cc1 (stereo not given),-1,-11%,-8%,6%,3%,4%,-16%,-8%,-10%
COc1ccc(N2CCN(S(=O)(=O)CCNC(=O)Cc3ccc(Cl)cc3)CC2)cc1,1,2%,.,-27%,-1%,-2%,-17%,-18%,3%[60.1 µM]
O=C(CSc1nnc(-c2ccccc2O)o1)Oc1ccc(OCc2ccccc2)cc1,0,-4%,0%,21%,-1%,13%,7%,7%,-6%

# Some values from the entries so far:
# CCc1ccccc1N1CC(c2nc3ccccc3n2CC(C)C)CC1=O (stereo not given) in Pol beta inh shows 2%
# Cc1cc(C(=O)N2CCC(Cc3ccccc3)CC2)ccc1[N+](=O)[O-] in RGS4 inh shows -9%

# Returning to the listing; the 3 compounds before the break are reprinted first.
SMILES,LDHA inh,Anesthetic bind,APE1 inh,Pol beta inh,ERG Ets-DNA blk,RGS4 inh,ALOX12 inh,Pol eta inh,Pol kappa inh
COc1ccc(OCC(O)CN2CCN(c3ccccc3)CC2)cc1 (stereo not given),-1,-11%,-8%,6%,3%,4%,-16%,-8%,-10%
COc1ccc(N2CCN(S(=O)(=O)CCNC(=O)Cc3ccc(Cl)cc3)CC2)cc1,1,2%,.,-27%,-1%,-2%,-17%,-18%,3%[60.1 µM]
O=C(CSc1nnc(-c2ccccc2O)o1)Oc1ccc(OCc2ccccc2)cc1,0,-4%,0%,21%,-1%,13%,7%,7%,-6%
Cc1cc(N2CCOCC2)nc(SCC(=O)c2ccccc2)n1,0,-15%,2%,-2%,.,-2%,-16%,5%,-4%
O=C(c1ccco1)N1CCN(C(c2ccccc2F)c2nnnn2CC2CCCO2)CC1 (stereo not given),-2,-10%,11%,4%,0%,45%,?,-9%,-11%
O=[N+]([O-])c1ccc(/C=N/Nc2ccnc3cc(Cl)ccc23)o1,-2,1%,7%,?,45%[activator],-31%,?,?,-22%
O=C(NCCc1c[nH]c2ccccc12)Nc1ccccc1C(F)(F)F,-7,-8%,.,13%,4%,12%,-18%,-6%,-2%
Cc1onc(-c2ccccc2)c1C1=N/C(=C\c2ccccc2F)C(=O)O1,-3,-2%,-2%,7%,-5%,8%,0%,-12%,-3%
COc1ccc(N(C(=O)c2cnccn2)C(C(=O)NC2CCCCC2)c2ccccc2)cc1 (stereo not given),1,0%,-2%[12.4 µM],-14%,13%,-1%,-1%,-11%,-14%
COCCNC(=O)c1ccccc1NC(=O)CSc1ccc(C)cc1,-3,-5%,-5%,30%,-6%,-14%,-2%,-6%,-18%
Cc1ccc2nc(SCC(=O)NCc3ccco3)c(C#N)cc2c1,-3,-3%,2%,?,10%,-31%,0%,?,-5%
Cc1ccc(-c2nc3ncccc3o2)cc1NC(=O)COc1ccccc1,-17,-6%,8%,-1%,.,16%,-15%,-7%,-2%
COc1cccc(CC(=O)Nc2cc(S(=O)(=O)N3CCOCC3)ccc2OC)c1,-8,.,-1%,.,-5%,-3%,10%,-14%,-7%
COc1cccc(N2CCN(C(=O)c3cc4cc5cc(C)ccc5nc4s3)CC2)c1,1,-6%,.,2%,-2%,6%,-10%,-14%,-11%[60.1 µM]
CCOc1ncccc1C(=O)Nc1cccc(C(=O)Nc2cccc(S(=O)(=O)CCO)c2)c1,-7,?,2%,1%,-2%,-24%[11.4 µM],0%,-13%,-10%
Cc1ccccc1C(=O)N=c1ccn(-c2nc3ccccc3nc2NS(=O)(=O)c2ccc(F)cc2)cc1,-9,-7%,2%,2%,4%,-25%,0%,?,-9%
COc1ccc(-c2[nH]nc3c2C(c2ccoc2)C(C#N)=C(N)O3)cc1 (stereo not given),-3,-3%,-2%,?,-3%,-31%,?,-10%,-10%
C/C(=N\NS(=O)(=O)c1ccc(Br)cc1)c1ccncc1,-5,-21%,49%[activator],20%,-3%,?,32µM*,-5%,-19%
O=C(c1cc2cc(F)ccc2[nH]1)N1CCN(C(=O)c2ccco2)CC1,-2,-3%,-2%,2%,2%,-30%,3%,-8%,-14%
Cc1ccccc1-n1c(-c2ccc3ccccc3n2)n[nH]c1=S,0,3%,3%,31%[activator],4%,-38%,?,-19%,-3%
CCOC(=O)/C(N=Nc1c(C)n(C)n(-c2ccccc2)c1=O)=C(/O)c1ccccc1,-6,-11%,14%,2%,-7%,6%,5%,9%,-2%
Cc1oc(-c2ccccc2)nc1CS(=O)CC(=O)N1CCc2ccccc2C1 (stereo not given),4,-10%,-2%,2%,-1%,-16%,?,5%,-13%
COc1ccc(S(=O)(=O)N2CCN(c3ccccn3)CC2)c(OC)c1,-14,-8%,20%,-2%,-2%,13%,10%,-14%,-9%

# Grouped by structure: the entries above with two or more sulfur atoms
SMILES,LDHA inh,Anesthetic bind,APE1 inh,Pol beta inh,ERG Ets-DNA blk,RGS4 inh,ALOX12 inh,Pol eta inh,Pol kappa inh
CC(Sc1nnc(-c2ccc(Cl)cc2Cl)n1Cc1ccccc1)C(=O)Nc1nccs1 (stereo not given),1,-8%,-8%,6%,-10%,-52%,0%,-22%,-12%
CCCC(=O)Nc1nnc(SCc2cc(=O)c3ccc(C)cc3[nH]2)s1,-2,58%[activator],.,0%,1%,1%,-15%,-1%,-10%[60.1 µM]
